Compound activity as filed in PubChem.
Bcl-xL primary: inhibitors of human Bcl-xL; hit rate 0.7% among 320,000; GST-Bcl-xL / FITC-Bim BH3 peptide fluorescence polarization; inhibition, % at 10.9 µM;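 active = inhibition above the mean of all tested compounds plus 3 SD, cutoff set per campaign, cut at about 30% in these data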;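 note: 0% = DMSO wells and 100% = unlabeled Bim-BH3 peptide competitor; inhibitors lower millipolarization by displacing the labeled peptide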
Target sequence (Q07817 whole entry, looked up): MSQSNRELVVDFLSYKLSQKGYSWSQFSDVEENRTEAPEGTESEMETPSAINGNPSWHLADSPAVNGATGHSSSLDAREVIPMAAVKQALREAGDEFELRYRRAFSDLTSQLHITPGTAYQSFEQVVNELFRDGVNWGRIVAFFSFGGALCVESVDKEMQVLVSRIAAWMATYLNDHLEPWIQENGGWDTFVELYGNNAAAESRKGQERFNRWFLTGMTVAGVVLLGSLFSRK
CR mimetic SO: lowers age-related superoxide in aged yeast cells; hit rate 0.18% among 330,000; S. cerevisiae aged cells, superoxide DHE fluorescence; stronger effect = lower value; AID 2690; superoxide response (% of plate mean), % at 10 µM;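 active = superoxide response under a set limit, about three screen SD below normal, cut at about 65% in these data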;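 note: yeast aged for seven days with compound at 30 °C before DHE staining; 100% = average MFI of all compound-treated wells on the plate with controls excluded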
MCL1 BIM primary: MCL1-BIM-BH3 interaction inhibition (human) | Q07820 | GST-MCL1 / FITC-Bim-BH3 fluorescence polarization | inhibition, % at 10.9 µM | hit rate 0.68% among 320,000 | AID 2057;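 active = inhibition above the mean inhibition of all tested compounds plus 3 SD, set per campaign, cut at about 40% in these data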;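 note: 0% = DMSO wells and 100% = unlabeled Bim-BH3 peptide control; higher means more loss of mP so more displacement of Bim peptide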
Target sequence (Q07820 whole entry, looked up): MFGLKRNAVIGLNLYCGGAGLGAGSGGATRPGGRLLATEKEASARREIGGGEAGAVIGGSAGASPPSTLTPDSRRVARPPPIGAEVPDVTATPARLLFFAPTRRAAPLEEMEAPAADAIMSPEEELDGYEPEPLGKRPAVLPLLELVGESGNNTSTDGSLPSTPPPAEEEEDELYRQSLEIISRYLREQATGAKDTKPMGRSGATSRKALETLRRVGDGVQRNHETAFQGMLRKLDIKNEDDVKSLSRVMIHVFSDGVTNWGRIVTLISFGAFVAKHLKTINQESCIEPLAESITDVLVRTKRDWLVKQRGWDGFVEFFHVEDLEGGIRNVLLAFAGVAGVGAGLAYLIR
Fam108B inh: blocks mouse Fam108B hydrolase in RBBP9 counter-screen. recombinant Fam108B, FP-Rh probe fluorescence polarization. inhibition, % at 9.51 µM. hit rate 0.33% among 300,000;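 active = inhibition above the screen mean inhibition plus 3 SD, computed separately per campaign, cut at about 18% in these data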;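 note: inhibitors lower polarization as less probe binds the enzyme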
GLD-1 TGE inh: GLD-1-TGE RNA interaction inhibition (C. elegans) | purified GLD-1 + fluorescein TGE RNA, fluorescence polarization | hit rate 0.44% among 320,000 | Q17339 | AID 2280 | inhibition, % at 5.96 µM;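 active = percent inhibition above a per-plate cutoff, the plate mean of test compounds plus 3 SD, cut at about 30% in these data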;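 note: 0% = DMSO wells with GLD-1 and probe and 100% = wells lacking GLD-1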
MEX-5 binding: C. elegans MEX-5 TCR-2 RNA binding activity | MEX-5/FITC-TCR2 RNA binding, fluorescence polarization; stronger effect = lower value | hit rate 0.38% among 300,000 | AID 1832 | activity score (negative = inhibition of binding), % at 10 µM | Q9XUB2;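 active = inhibition past about -25% in most replicates, and total fluorescence under double the plate's negative control median, limit read from the data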;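 note: 0% = DMSO and -100% = 5 µM competing unlabeled TCR2 RNA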
Target sequence (Q9XUB2 whole entry, looked up): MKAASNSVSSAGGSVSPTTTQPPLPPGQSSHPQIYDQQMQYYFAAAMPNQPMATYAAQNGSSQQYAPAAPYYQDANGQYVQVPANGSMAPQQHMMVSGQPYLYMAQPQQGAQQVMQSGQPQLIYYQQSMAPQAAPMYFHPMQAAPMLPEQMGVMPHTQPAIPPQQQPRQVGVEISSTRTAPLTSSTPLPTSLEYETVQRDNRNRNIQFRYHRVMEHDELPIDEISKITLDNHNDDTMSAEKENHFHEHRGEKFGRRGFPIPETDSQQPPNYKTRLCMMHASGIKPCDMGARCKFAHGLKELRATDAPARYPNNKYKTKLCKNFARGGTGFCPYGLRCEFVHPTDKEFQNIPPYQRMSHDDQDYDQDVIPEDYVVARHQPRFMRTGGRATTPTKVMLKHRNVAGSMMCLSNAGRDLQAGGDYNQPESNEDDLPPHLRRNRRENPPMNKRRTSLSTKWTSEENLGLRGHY
EBNA-1 inhibitor: blocks EBNA-1 binding to DNA. hit rate 0.34% among 300,000. EBNA-1 DNA binding, fluorescence polarization. inhibition, % at 14.8 µM. AID 1950; in the data active = inhibition above about 28%
Efflux pump inh: antifungal efflux pump inhibition, Nile Red retention | inhibition, % at 10 µM | S. cerevisiae Candida pump triplex | hit rate 0.44% among 330,000;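 active = plate passing quality check with inhibition over a set limit, or well fluorescence over plate mean plus 4 SD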;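 note: Nile Red retained in pooled yeast measured as flow cytometry median fluorescence; 0% = buffer negative control and 100% = Enniatin B positive control; higher means more Nile Red kept so more efflux inhibition; some compounds called inactive have numbers as strong as hits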
ZTA DNA inh: counter-screen for EBNA-1 inhibitors: inhibitors of Epstein-Barr virus ZTA | ZTA-DNA binding, fluorescence polarization | inhibition, % at 11 µM | hit rate 0.15% among 320,000; in the data active = inhibition above about 33%
An asterisk follows results filed as active; x = not tested or not shown.

SMILES	Bcl-xL primary	CR mimetic SO	MCL1 BIM primary	Fam108B inh	GLD-1 TGE inh	MEX-5 binding	EBNA-1 inhibitor	Efflux pump inh	ZTA DNA inh
COc1ccc(CNC(=O)CN2C(=O)COc3ccc(S(=O)(=O)N4CCC(C)CC4)cc32)cc1	3	113	-1	-3	-3	-1.5	-7	-0.2	3
COc1ccccc1-n1c(SCC(=O)OC(C)C)nc2cccnc21	3	92	-7	5	9	-4.8	-7	0.1	-3
Cc1ccc(NC(=O)CSc2nnc(-c3ccccn3)n2N)cc1F	3	86	3	-1	3	-0.6	-13	-0.1	-7
CN(C(=O)COC(=O)c1cc([N+](=O)[O-])ccc1Sc1ccccc1)C1CCS(=O)(=O)C1 (configuration not stated)	-1	93	-5	-1	-3	0.9	-1	0.1	7
Cc1ccc(S(=O)(=O)/N=C(/c2ccc(F)cc2)N(C)C)cc1	-3	82	3	-3	1	3.6	-9	0.0	-3
O=c1ccc2ccc(OCc3nnc(-c4ccccc4Br)o3)cc2o1	1	115	-3	1	-2	-0.3	-2	0.0	4
Cc1cc(C)n(-c2nc(-n3nc(C)cc3C)c3c4c(sc3n2)COC(C)(C)C4)n1	-3	99	8	2	5	0.5	-6	0.1	11
CONC(=O)c1cc(OCC(F)(F)F)ccc1OCC(F)(F)F	0	85	-3	3	1	0.9	0	0.0	-12
O=C(Nc1ccsc1C(=O)O)c1cccc(Oc2ccccc2)c1	5	106	10	2	2	2.7	14	0.2	2
CC1(C)Cc2c(C#N)c(OCC(=O)c3ccc(Cl)cc3)nc(-c3ccco3)c2CO1	-1	116	-2	-3	-10	1.3	13	0.0	14
Cc1ccc(S(=O)(=O)N2CCC(C(=O)Nc3ccc4c(c3)OCO4)CC2)cc1	-9	109	-15	-5	8	0.7	2	0.1	-12
CCOc1ccccc1C(=O)NC1CCNCC1	2	107	0	1	6	2.8	-4	0.0	8
Cc1cc(C)nc(Nc2cccc3ccccc23)n1	0	97	1	-4	0	0.0	-17	0.2	-8
O=C(c1ccc(Cl)cc1)C1CCCN(Cc2cccn2-c2cccnc2)C1 (configuration not stated)	3	102	5	7	-8	2.7	-6	0.2	-5
CCOC(CNC(=O)c1ccc2c(c1)ncn2-c1ccccc1OC)OCC	6	94	10	-2	-11	3.2	11	-0.4	3
COc1cc(C(=O)Nc2ccc3c(c2)OCO3)c([N+](=O)[O-])cc1OC	1	91	6	-1	-4	-1.7	-1	-0.3	4
CCOc1ccc(NC(=O)CNC(=O)c2cn(-c3ccccc3OC)c(=O)c3ccccc23)cc1	5	93	5	-7	10	1.7	-9	0.2	-3
O=c1c2ccccc2c(C=Nc2ccc(O)cc2)c(O)n1Cc1ccccc1	4	101	10	17	27	-5.2	6	-0.1	0
CC1(C)CC(O)C(CCC(O)c2ccccc2)C(C)(C)N1 (configuration not stated)	3	98	6	4	5	1.7	11	0.0	15
OCCCn1c(C2CCCN2c2nc(-c3ccc(Cl)cc3)cs2)nc2cc(Cl)c(N3CCCCC3)cc21 (configuration not stated)	-1	98	1	-4	-3	0.5	3	-0.1	-4

Reprinted from the part before: 2 compounds; new compounds follow.
SMILES	Bcl-xL primary	CR mimetic SO	MCL1 BIM primary	Fam108B inh	GLD-1 TGE inh	MEX-5 binding	EBNA-1 inhibitor	Efflux pump inh	ZTA DNA inh
CC1(C)CC(O)C(CCC(O)c2ccccc2)C(C)(C)N1 (configuration not stated)	3	98	6	4	5	1.7	11	0.0	15
OCCCn1c(C2CCCN2c2nc(-c3ccc(Cl)cc3)cs2)nc2cc(Cl)c(N3CCCCC3)cc21 (configuration not stated)	-1	98	1	-4	-3	0.5	3	-0.1	-4
Clc1ccc(-c2ccnc(-n3cccc3)n2)s1	2	94	1	0	5	-4.2	6	-0.2	5
CCCCc1ccc(NC(=O)c2ccc(NS(C)(=O)=O)cc2)cc1	-1	100	-2	-2	-2	1.8	8	0.0	17
CC1CCN(C(=O)c2cccc(S(=O)(=O)N3CCCCC3)c2)CC1	6	81	9	-4	1	-0.2	-4	0.0	0
COc1ccc(/C=C/C(=O)c2ccc(Cl)s2)cc1O	-1	78	-4	-2	5	-2.4	3	0.0	21
Cc1nn(C)c(C)c1N1C(=O)c2cccc3c(Br)ccc(c23)C1=O	14	103	9	1	4	x	4	0.0	-9
Clc1ccc(-c2nc(C3CCCCC3)no2)cc1	3	106	-4	0	5	0.0	-10	0.0	-4
CCOc1ccccc1NC(=O)CCS(=O)(=O)c1ccc2c(c1)CCN2C(C)=O	10	103	6	-5	2	-0.5	7	0.0	30
O=C(Nc1ccc(NC(=O)C2CC2)cc1)c1ccco1	-4	93	-3	0	1	0.2	4	0.1	-2
CC(=O)/C=C1/SC(CC(=O)O)C(=O)N1c1ccccc1 (configuration not stated)	4	96	6	-1	-7	-1.0	5	-0.1	3
CN(C)S(=O)(=O)c1cccc(NC(=O)COC(=O)CCOc2ccccc2)c1	5	93	3	0	-2	1.0	3	-0.3	10
CCCNC(=O)CSc1nc2ccccc2c(=O)n1CCC	5	103	5	-1	-7	-0.5	1	0.4	10
O=C(C1CC1)N1CCc2cc(Br)cc(S(=O)(=O)NCCN3CCOCC3)c21	9	105	7	1	2	1.5	13	0.0	3
Cc1ccc(-c2csc(N=C(N)N)n2)c(C)c1	-1	102	1	6	9	3.4	11	0.0	1
O=C(COC(=O)Cc1ccsc1)Nc1ccc(Br)cc1F	-1	101	1	x	2	x	x	-0.1	-26
CCCOc1ccc(C(NC(=O)CC(C)C)NC(=O)CC(C)C)cc1OC	7	93	6	2	6	-0.2	5	-0.2	-6
Cc1ccc(SC(C)C(=O)NC2CC2)cc1 (configuration not stated)	3	101	-1	1	-1	-2.1	-9	0.0	4
CCCSC1=C(C#N)C(c2cccs2)CC(=O)N1 (configuration not stated)	2	90	2	1	-2	-2.4	1	0.2	8
CN(Cc1ccccc1)C(=O)c1[nH]cnc1C(=O)N[C@@H](Cc1ccccc1)C(=O)OC(C)(C)C	-5	98	-1	1	0	1.3	7	0.1	-13
CN1CCN(C(=O)c2ccc3c(=O)n(-c4ccc(F)cc4)c(=S)[nH]c3c2)CC1	3	106	2	-1	10	0.5	-4	-0.1	6
O=C(CN1CC[n+]2c(-c3ccccc3)csc21)c1ccc(Br)cc1	14	98	14	1	-4	0.4	6	0.0	3
CCCN(CCC)CCNc1c(NC2CCN(C(=O)OCC)CC2)c(=O)c1=O	6	97	8	1	-6	-1.9	3	-0.1	-1
COc1ccc(/C=C(/C(=O)Nc2ccccc2C(=O)N2CCCC2)c2ccccc2)cc1	3	100	0	2	-2	-1.8	1	0.0	-4
CC1C=CCC2C(=O)N(c3ccccc3OC(=O)c3cccs3)C(=O)C12 (configuration not stated)	3	106	8	-3	4	1.1	-5	0.0	-13
O=C1C2C(C(=O)N1c1nccs1)C1C=CC2C12CC2 (configuration not stated)	8	84	11	-4	4	1.8	-8	-0.1	-12
Cc1nnsc1C(=O)NC(C)C12CC3CC(CC(C3)C1)C2 (configuration not stated)	-3	101	2	1	7	0.4	-13	0.1	-7
O=C(N/N=C/C=C/c1ccccc1[N+](=O)[O-])c1cccs1	8	103	6	-1	5	-0.7	-2	-0.2	4
Cc1ccc(CNC(=O)C(=O)c2cn(CC(=O)N3CCCC3)c3ccccc23)cc1	5	104	-2	5	-6	-1.1	0	-2.4	-6
CCC(C)N1CCN(C(=O)c2cccs2)CC1 (configuration not stated)	-2	91	8	2	1	x	1	-0.1	-8
CCN(CC)CC#CCC(O)(c1ccccc1)c1ccc(Br)cc1 (configuration not stated)	7	81	0	1	4	1.6	-12	0.0	-2
CCCCN(C(=O)Cc1cccc(F)c1)c1c(N)n(CCC)c(=O)[nH]c1=O	-11	100	-8	0	0	1.7	0	-0.2	7
Cc1nnc(N/N=C/c2ccccc2F)n1N	4	96	7	-1	2	-1.8	-9	0.0	-10
O=C1C(=Cc2cccs2)C(=O)c2ccccc21	9	109	9	2	1	-11	-2	0.0	5
Cc1ccc(NC(=O)c2ccncc2)cc1[N+](=O)[O-]	-1	104	1	-5	0	-0.7	-5	0.7	21
COc1ccc(S(=O)(=O)NCc2ccccc2)cc1Br	2	104	8	2	2	-4.6	6	0.2	-3
c1cncc(-c2nnc3n2CCC3)c1	3	107	-1	-6	-4	-0.4	-10	0.0	-12
Cc1[nH]c2ccccc2c1C(O)CN1CCC2(CC1)OCCO2 (configuration not stated)	2	86	2	0	-4	1.4	-12	-0.2	-1
CCOC(=O)N1CCN(C(=O)/C(=C/c2cccc3ccccc23)NC(=O)c2ccc(OC)c(OC)c2)CC1	1	100	2	1	5	0.5	-5	-0.2	0
CCOc1ccc(C(C)NC(=S)NCc2ccc(F)cc2)cc1 (configuration not stated)	3	98	16	4	14	6.3	2	-0.2	-1
O=C(Nc1ccccc1)c1ccccc1NC(=O)C1CCCCC1	1	92	-2	-2	6	-1.7	6	-0.1	-11
Cc1cccc(C(=O)N(Cc2cccs2)C2CCS(=O)(=O)C2)c1 (configuration not stated)	7	93	4	-1	-3	-2.6	13	-0.1	0
O=c1oc(Nc2cccc(Cl)c2)nc2ccccc12	3	105	-6	4	-4	-1.8	10	-0.1	-4
CCOc1ccc(N=C2NC(=O)C(CC(=O)Nc3ccccc3)S2)cc1 (configuration not stated)	10	107	-1	-3	10	-0.9	-4	-0.1	-19
CCCc1c(C)nc(N2CCN(c3ccccc3F)CC2)[nH]c1=O	3	98	-1	1	1	0.5	4	-0.1	10
COc1ccc(-n2cc(CN(C)C(C)c3ccncn3)c(-c3cccc(F)c3)n2)cc1 (configuration not stated)	7	93	4	-1	5	-0.7	6	-0.1	13
CCOC(=O)C1CCCN(C2=NC(=O)/C(=C/c3ccc(OC)c(OC)c3)S2)C1 (configuration not stated)	2	116	2	0	4	2.8	2	-0.1	15
Fc1ccc2nc(C3CCN(Cc4nc(CC5CC5)no4)CC3)[nH]c2c1	-9	105	-5	4	-3	2.8	-9	0.2	-6
COc1ccccc1/C=C/C(=O)OCC(=O)N1c2ccccc2CC1C (configuration not stated)	-2	87	-1	x	-2	x	x	-0.1	1
CCC(C)(C)NC(=O)C(OC(=O)c1cc2sccc2n1C)c1ccc(OC)cc1 (configuration not stated)	4	81	6	3	0	-0.3	8	1.7	-2
O=C(CN1CCCCCC1)Nc1ccc(Cl)cc1F	-5	95	-3	3	0	-2.0	-11	0.1	-3
COc1ccccc1OCC(=O)N/N=C1\CCCCc2ccccc21	4	91	2	1	0	2.9	0	0.1	-12
CN(C(=O)c1ccc(COc2ccccc2Cl)o1)c1ccccc1	3	94	1	3	0	-3.4	-9	0.0	-15
CC(C)C(=O)Nc1nnc(-c2ccco2)s1	0	96	-3	6	0	-2.0	6	0.0	4
COc1ccc(N(CC(=O)Nc2ccc(F)cc2)S(=O)(=O)c2ccccc2[N+](=O)[O-])c(OC)c1	0	100	11	-1	-13	-4.3	-8	0.0	-13
Cc1ccc(NC(=O)CCC(=O)N/N=C/c2ccc(O)cc2)cc1	-2	102	0	-1	-4	1.3	-13	0.3	-4
O=C(NN=C1CCCCCC1)c1cccnc1	0	97	2	2	4	-0.3	-4	-0.1	13
ClC(Cl)(Cl)c1nc2ccccc2n2nncc12	2	102	4	2	6	0.0	-7	0.1	-3
COc1ccc(-c2noc(-c3ccccc3C(=O)NCc3ccco3)n2)cc1	6	91	0	0	-1	-0.6	-6	0.0	20
